Screens deposited in PubChem by National Center for Advancing Translational Sciences (NCATS).
EPAC1 ag: qHTS for Agonist of cAMP-regulated guanine nucleotide exchange factor 3 (EPAC1): primary screen; actives 0.073% (n = 360,000); AID 720707, 2013; Potency, µM (highest dose often 154 µM), inactives show at the top dose activation, hits mostly activators; EPAC1 agonist qHTS, biochemical assay; response scale: 100% = response to 6.5 mM cAMP; further: potency means the concentration at half of the fitted maximal effect; nearly all actives have a fitted effect of over 60% in size
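Nucleotide exchange assay: 100 nM EPAC1 with 250 nM Rap1B loaded with BODIPY-GDP and 50 uM GDP, room temperature. Fluorescence (480/540 nm) read every 5 min for 30 min; signal change normalized to 6.5 mM cAMP as full agonist.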
EPAC2 antagonist: qHTS for Antagonist of cAMP-regulated guanine nucleotide exchange factor 2 (EPAC2): primary screen; Rap guanine nucleotide exchange factor 4 (Homo sapiens), Q8WZA2; EPAC2 GEF exchange of Rap1B-BODIPY-GDP, fluorescence; Potency, µM (titrated, usually from 114 µM), inactives show top-dose activity, negative = inhibition, most hits filed as inhibitors; actives 0.18% (n = 360,000); AID 720708, 2013; further: potency means the concentration at half of the fitted maximal effect; on the % scale 0 is the no-effect control and ±100 the full control effect; nearly all actives have a fitted effect of over 45% in size; many of its hits are not listed in these tables
MmCpn inh: Inhibitors of TCP-1 ring complex (TRiC) of Methanococcus maripaludis (MmCpn): qHTS; Chaperonin Mm-Cpn (Methanococcus maripaludis); purified Mm-Cpn ATPase, ADP Transcreener TR-FRET; Potency, µM (titrated, usually from 76.9 µM), without a hit: at the top dose activity, negative = inhibition, usual class: inhibitors; actives 0.031% (n = 330,000); AID 504842, 2011; further: potency means the concentration at half of the fitted maximal effect; on the % scale 0 is the no-effect control and ±100 the full control effect; nearly all actives have a fitted effect of over 80% in size
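25 nM Mm-CPN + cpd, 10 min 37°C; + 10 uM ATP, 30 min 37°C; buffer 30 mM Tris pH 7.4, 100 mM KCl, 5 mM MgCl2, 1 mM DTT; Transcreener ADP HTRF detection 30 min RT.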
EPAC1 antagonist: qHTS for Antagonist of cAMP-regulated guanine nucleotide exchange factor 3 (EPAC1): primary screen; actives 0.14% (n = 360,000); Potency, µM (top dose mostly 115 µM), inactives show at the top dose activity change, negative = inhibition, actives largely listed as inhibitors; EPAC1 GEF assay, Rap1b-BODIPY-GDP exchange fluorescence;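 further: potency means the concentration at half of the fitted maximal effect; plate controls were vehicle for no effect and positive control for full effect; nearly all actives have a fitted effect of over 50% in size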
PLK1 PBD block: qHTS for Inhibitors of PLK1-PDB (polo-like kinase 1 - polo-box domain): Primary Screen; Serine/threonine-protein kinase PLK1 (Homo sapiens), P53350; Plk1 PBD binding of FITC phosphopeptide, fluorescence polarization; Potency, µM, without a hit: max response, negative = inhibition, hits mostly inhibitors; actives 2.8% (n = 360,000); further: potency means the concentration at half of the fitted maximal effect; series mostly up to about 57 µM; on the % scale 0 is the no-effect control and ±100 the full control effect; nearly all actives have a fitted effect of over 65% in size
CCT modulator: High-Throughput Screening for Modulators of Cytosolic Chaperonin Activity; AID 651819, 2012; actives 0.3% (n = 360,000); activity change, % (test concentration not listed), hits read low; purified chaperonin ATPase assay, HTRF ADP detection, 30 min; in the data active means activity change below about -30%; further: on the % scale 0 is the no-effect control and ±100 the full control effect
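Nucleotide hydrolysis assay: TRiC at 20–40 nM final (set by batch activity) with 10 uM ATP, 30 min at 37 °C, in presence of 76 uM compound. Detection by competitive ADP HTRF, 30 min ambient.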
WRN helicase inh: qHTS for Inhibitors of WRN Helicase | Bifunctional 3'-5' exonuclease/ATP-dependent helicase WRN (Homo sapiens), Q14191 | WRN helicase unwinding, fluorescent forked duplex, kinetic | Potency, µM (doses to about 114 µM), for inactives: at the top dose activity change, negative = inhibition, usual class: inhibitors | actives 0.46% (n = 360,000) | AID 651768, 2012; further: potency means the concentration at half of the fitted maximal effect; on the % scale 0 is the no-effect control and ±100 the full control effect; nearly all actives have a fitted effect of over 55% in size
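Fluorescence dequenching readout, ex 525 nm/em 598 nm, kinetic mode: forked duplex DNA (100 nM final) with adjacent fluorophore and quencher unwound by WRN (20 nM final) with 2 mM ATP. Compound preincubation 15 min, room temperature.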
PI5P4Ka inh: qHTS for Inhibitors of phosphatidylinositol 5-phosphate 4-kinase (PI5P4K); PI5P4Kalpha enzyme, ADP-Glo luminescence, 60 min; hits give low values; AID 652105, 2013; max response, %; Phosphatidylinositol 5-phosphate 4-kinase type-2 alpha (Homo sapiens), P48426; actives 1.2% (n = 330,000); active means max response of -50% or lower; inconclusive means between -30% and -50%; inactive means -30% or higher; further: value at the top dose of about 77 µM; on the % scale 0 is the no-effect control and ±100 the full control effect
Target sequence (P48426 whole entry, looked up): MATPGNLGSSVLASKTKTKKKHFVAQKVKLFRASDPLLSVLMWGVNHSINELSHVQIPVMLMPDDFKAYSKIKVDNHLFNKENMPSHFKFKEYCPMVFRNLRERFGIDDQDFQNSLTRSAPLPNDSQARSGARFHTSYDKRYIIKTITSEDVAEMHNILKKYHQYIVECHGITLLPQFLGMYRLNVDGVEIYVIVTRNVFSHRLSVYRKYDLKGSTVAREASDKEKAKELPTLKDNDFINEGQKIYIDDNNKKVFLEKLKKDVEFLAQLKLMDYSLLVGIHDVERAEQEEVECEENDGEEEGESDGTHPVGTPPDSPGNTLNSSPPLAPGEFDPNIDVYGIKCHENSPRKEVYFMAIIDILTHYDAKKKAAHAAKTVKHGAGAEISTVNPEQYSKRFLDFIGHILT
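qHTS, 1536-well: enzyme/substrate mix, compound by pin tool, 5 microM ATP final; RT 60 min; ADP-Glo reagents 1 (45 min) then 2 (30 min); luminescence.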
* hit, by the source's call; ? = inconclusive; · = not tested or not shown; [ ] = another dose, or the depositor's remark. Unless noted, the call rests on the fitted dose curve; in most records, active means well fitted curve in the direction sought with a large enough effect; inconclusive means small, poorly fitted or top-dose-only effect, or another doubt; inactive means no such curve, though single readings can be large; an effect the other way counts as inactive or inconclusive.

SMILES	EPAC1 ag	EPAC2 antagonist	MmCpn inh	EPAC1 antagonist	PLK1 PBD block	CCT modulator	WRN helicase inh	PI5P4Ka inh
CCn1c(SCC(=O)N/N=C/c2ccc(C)s2)nc2ccccc21	-12%	1%	1%	-10%	-6%	-0.8	-6%	-4
COC(=O)c1ccc(NC(=O)c2ccc(CN3CCOCC3)cc2)cc1	11%	-3%	-2%	-1%	-8%	-5.7	3%	·
Cc1ccccc1NC(=O)c1cccc(NC(=O)c2ccco2)c1	11%	-2%	-6%	-20%	-2%	-0.2	-9%	1
O=C(Nc1ncnc2c1ncn2[C@@H]1O[C@H](/C=C/C(=O)N2CCN(c3ccc(F)cc3)CC2)[C@@H](O)[C@H]1O)c1ccccc1	-4%	8%	·	-11%	0%	-1.9	-7%	-8
Cc1ccc(C(C(=O)NC(C)(C)C)N(Cc2cccs2)C(=O)c2ccc3c(c2)OCCO3)cc1 (centres undefined)	5%	-6%	0%	-7%	4%	-2.1	-2%	1
CC(=O)Nc1ccc(-c2ccnc3c2CC(C(=O)Nc2ccc4c(c2)OCO4)O3)cc1 (centres undefined)	12%	-21%	·	-10%	3%	-1.1	-6%	-18
Cn1c2c(c(=O)n(C)c1=O)C(c1ccc(F)cc1)C(C#N)=C(N)O2 (centres undefined)	14%	-4%	-3%	9%	?	-0.7	-35%	-6
COc1cc(OC)cc(C(=O)NCCNC(=O)c2ccccc2)c1	-3%	7%	-5%	6%	-17%	-0.1	4%	0
Cc1ccc(Cc2c(-c3cccc(Br)c3)nc3c(C)cc(Br)cn23)cc1	11%	7%	·	-14%	-11%	-1.0	-4%	3
Cc1ccc(NC(=O)CSCC(=O)Nc2cc(C(F)(F)F)ccc2N2CCOCC2)cc1	-11%	-5%	2%	0%	4%	-0.1	-13%	12
O=C1C(=Cc2ccccc2Cl)CCc2ccccc21	-4%	35µM*	·	?	-18%	-0.6	-6%[57.1 µM]	-27
O=C(CSc1n[nH]c(-c2ccncc2)n1)Nc1ccccc1	1%	12%	0%	27%	-14%	-5.0	5%	-3
CN(C(=O)Cc1c(C(=O)O)n(C)c2ccccc12)c1cccc(C(F)(F)F)c1	0%	-2%	3%	1%	2%	-3.1	2%	19
CSc1ccc(NC(=O)Nc2cccn(Cc3ccccc3)c2=O)cc1	19%	-8%	2%	-8%	-7%	-4.7	-1%	3
Cc1ccc(C2N(c3ccc(F)cc3)C(=O)C3CCCN32)cc1 (centres undefined)	1%	4%	-1%	-10%	-17%	-0.4	3%	3
Cc1c(C(=O)NNC(=S)Nc2cccc(Cl)c2)nnn1-c1ccccc1	-15%	-2%	-7%	-3%	-12%	-1.9	-9%	0
O=S1(=O)C=C(Oc2ccc3ccccc3c2)c2ccccc21	5%	25µM*	0%	-1%	-3%	-1.0	-8%	3
CCc1noc(C)c1C(=O)OCC(=O)c1ccc(OC)c(OC)c1	3%	-3%	-1%	-13%	-12%	0.8	0%	-1
Cc1cc(C)c(S(=O)(=O)N/N=C/c2ccc3c(c2)OCO3)c(C)c1	6%	-10%	0%	-7%	0%	-0.9	-3%	0
O=C(NC(=S)Nc1ccccc1Cl)c1csnn1	17%	0%	-16%	-1%	-13%	0.2	-10%	·
Cc1cccc(NC(=O)CCc2ccccc2)c1	-7%	8%	2%	17%	-8%	-5.0	2%	-2
COc1ccc(CCNC(=O)Nc2ccc3c(c2)c(=O)n(C)n3C)cc1OC	11%	3%	·	-6%	-19%	2.5	-3%	0
O=[N+]([O-])/C=C/c1cn(Cc2ccccc2)c2ccccc12	24%	9%	0%	-19%	?	-4.7	-33%	0
COc1ccc(C(NC(=O)c2ccc(F)cc2)c2ccccc2)cc1 (centres undefined)	11%	-1%	8%	-23%	-5%	-3.2	1%	-1
COCCN(C(=O)COC(=O)CCSc1ccc(F)cc1)c1c(N)n(Cc2ccccc2)c(=O)[nH]c1=O	1%	2%	0%	1%	?	2.0	-3%	0
Cc1ccc(C(C)C)cc1OCCN1CCCC1	6%	0%	-1%	6%	-13%	-3.7	4%	-6
O=C1c2ccccc2C(=O)N1CC1CCCO1 (centres undefined)	3%	0%	1%	-8%	-10%	-2.7	4%	2
Cc1cccc(C(C)C)c1NC(=O)c1cccnc1	-12%	3%	-2%	-17%	-8%	-0.7	9%	2

By substructure, the compounds so far containing fluorine
SMILES	EPAC1 ag	EPAC2 antagonist	MmCpn inh	EPAC1 antagonist	PLK1 PBD block	CCT modulator	WRN helicase inh	PI5P4Ka inh
O=C(Nc1ncnc2c1ncn2[C@@H]1O[C@H](/C=C/C(=O)N2CCN(c3ccc(F)cc3)CC2)[C@@H](O)[C@H]1O)c1ccccc1	-4%	8%	·	-11%	0%	-1.9	-7%	-8
Cn1c2c(c(=O)n(C)c1=O)C(c1ccc(F)cc1)C(C#N)=C(N)O2 (centres undefined)	14%	-4%	-3%	9%	?	-0.7	-35%	-6
Cc1ccc(NC(=O)CSCC(=O)Nc2cc(C(F)(F)F)ccc2N2CCOCC2)cc1	-11%	-5%	2%	0%	4%	-0.1	-13%	12
CN(C(=O)Cc1c(C(=O)O)n(C)c2ccccc12)c1cccc(C(F)(F)F)c1	0%	-2%	3%	1%	2%	-3.1	2%	19
Cc1ccc(C2N(c3ccc(F)cc3)C(=O)C3CCCN32)cc1 (centres undefined)	1%	4%	-1%	-10%	-17%	-0.4	3%	3
COc1ccc(C(NC(=O)c2ccc(F)cc2)c2ccccc2)cc1 (centres undefined)	11%	-1%	8%	-23%	-5%	-3.2	1%	-1
COCCN(C(=O)COC(=O)CCSc1ccc(F)cc1)c1c(N)n(Cc2ccccc2)c(=O)[nH]c1=O	1%	2%	0%	1%	?	2.0	-3%	0

Reprinted at random: two entries already listed.
SMILES	EPAC1 ag	EPAC2 antagonist	MmCpn inh	EPAC1 antagonist	PLK1 PBD block	CCT modulator	WRN helicase inh	PI5P4Ka inh
Cc1ccc(C2N(c3ccc(F)cc3)C(=O)C3CCCN32)cc1 (centres undefined)	1%	4%	-1%	-10%	-17%	-0.4	3%	3
Cc1ccc(NC(=O)CSCC(=O)Nc2cc(C(F)(F)F)ccc2N2CCOCC2)cc1	-11%	-5%	2%	0%	4%	-0.1	-13%	12

A portion of the library; the hit share may differ from the screen's.
